Screening data: PubChem BioAssay, Broad Institute
LGR2 inh: inhibitors of bursicon-induced LGR2 CRE-luciferase signal, primary screen, cell-based, HEK293, CRE-luciferase reporter, bursicon stimulation | bursicon-stimulated, 4 h | 380,000 compounds, 0.35% hits | inhibition, % at 9.99 µM | AID 720647, 2013;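 active = drop in luminescence signal, shown as inhibition above about 50% in the replicate tests, limit read from the data, passing the limit was not always enough; inconclusive = probably only some replicates passing the limit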;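 note: agonist challenge used bursicon conditioned medium at about half maximal strength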
EWS-Fli inh: EWS/Fli-driven NR0B1 reporter inhibitors, primary screen, A673 cells, NR0B1 luciferase, luminescence, MLPCN library | inhibition, % at 12.6 µM | 350,000 compounds, 0.67% hits | viability-normalised | AID 651661, 2012;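 active = mean inhibition of at least 50% after viability correction, with every replicate also passing that limit; inconclusive = mean reaches 50% but only one of two replicates passes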;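 note: firefly luciferase signal divided by Alamar Blue viability fluorescence both relative to DMSO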
FN deposition inh: inhibitors of fibronectin matrix deposition, primary screen, AH1F cells, Alexa488-fibronectin fluorescence, plate reader; AH1F fibroblasts, overnight; inhibition, % at 12.6 µM; 350,000 compounds, 0.086% hits;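 active = mean inhibition across replicates of 30% or more, regardless of how many single replicates reach that level; inconclusive = mean under 30% yet at least half of replicates reach 30%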;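 note: positive control wells lacked labelled fibronectin entirely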
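Assay system: AH1F fibroblasts / Quantity: 10000 cells per well / Medium: DMEM plus 2% serum, read in PBS / Reagent: labelled fibronectin 24 nM / Dosing: single dose, pinned / Times: 1 h cell attachment, overnight exposure to compound and label / Signal: fluorescence, ex 485 nm, em 525 nm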
PglD DTNB: C. jejuni PglD acetyltransferase inhibitors, primary screen, biochemical, DTNB colorimetric, single point. UDP-N-acetylbacillosamine N-acetyltransferase PglD (Campylobacter jejuni). purified PglD enzyme, DTNB colorimetric CoA detection. inhibition, % at 12.5 µM. 360,000 compounds, 0.098% hits; in the data active = inhibition above about 16%, passing the limit was not always enough; inconclusive = no clear call, values can overlap the other calls; note: strong numbers were not always called active
S100A4 inh HTS: inhibitors of S100A4-myosin IIA peptide binding, primary screen, biochemical, fluorescence polarization, TAMRA-MyoIIA peptide; 360,000 compounds, 0.14% hits; inhibition, % at 10.7 µM; Protein S100-A4 (Homo sapiens), P26447;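 active = mean inhibition of at least 70% across replicates, with every replicate also reaching that level; inconclusive = mean inhibition reaches 70% but some replicates fall short; inactive = mean inhibition below 70%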
Target sequence (P26447 whole entry, looked up): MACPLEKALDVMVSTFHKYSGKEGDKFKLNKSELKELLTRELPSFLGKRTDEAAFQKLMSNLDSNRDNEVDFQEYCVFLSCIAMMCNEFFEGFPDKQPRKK
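Assay system: human S100A4 monomer with TAMRA-labelled myosin IIA peptide / Buffer or medium: Calcium-containing HEPES buffer, pH 7.2 / Reagent: TAMRA-labelled myosin IIA heavy-chain peptide probe, 5 nM / Compound: one dose per compound / Timing: polarization read 5 min after assay mix addition, stable 5–60 min / Benchmarks: neutral control DMSO, positive control TFP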
ERAP1 HTS inh: human ERAP1 aminopeptidase inhibitors, primary screen, biochemical, single point, plate reader | Endoplasmic reticulum aminopeptidase 1 (Homo sapiens), Q9NZ08 | recombinant ERAP1, Leu-AMC fluorescence, 60 min | inhibition, % at 10.7 µM | 340,000 compounds, 0.15% hits | AID 652197, 2013;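 active = mean replicate inhibition of at least 30%, or all replicates individually reaching that 30% level; inactive = mean below 30% and not every replicate reaching it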;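 note: 0% = neutral control wells and 100% = L-leucinethiol positive control wells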
Target sequence (Q9NZ08 whole entry, looked up): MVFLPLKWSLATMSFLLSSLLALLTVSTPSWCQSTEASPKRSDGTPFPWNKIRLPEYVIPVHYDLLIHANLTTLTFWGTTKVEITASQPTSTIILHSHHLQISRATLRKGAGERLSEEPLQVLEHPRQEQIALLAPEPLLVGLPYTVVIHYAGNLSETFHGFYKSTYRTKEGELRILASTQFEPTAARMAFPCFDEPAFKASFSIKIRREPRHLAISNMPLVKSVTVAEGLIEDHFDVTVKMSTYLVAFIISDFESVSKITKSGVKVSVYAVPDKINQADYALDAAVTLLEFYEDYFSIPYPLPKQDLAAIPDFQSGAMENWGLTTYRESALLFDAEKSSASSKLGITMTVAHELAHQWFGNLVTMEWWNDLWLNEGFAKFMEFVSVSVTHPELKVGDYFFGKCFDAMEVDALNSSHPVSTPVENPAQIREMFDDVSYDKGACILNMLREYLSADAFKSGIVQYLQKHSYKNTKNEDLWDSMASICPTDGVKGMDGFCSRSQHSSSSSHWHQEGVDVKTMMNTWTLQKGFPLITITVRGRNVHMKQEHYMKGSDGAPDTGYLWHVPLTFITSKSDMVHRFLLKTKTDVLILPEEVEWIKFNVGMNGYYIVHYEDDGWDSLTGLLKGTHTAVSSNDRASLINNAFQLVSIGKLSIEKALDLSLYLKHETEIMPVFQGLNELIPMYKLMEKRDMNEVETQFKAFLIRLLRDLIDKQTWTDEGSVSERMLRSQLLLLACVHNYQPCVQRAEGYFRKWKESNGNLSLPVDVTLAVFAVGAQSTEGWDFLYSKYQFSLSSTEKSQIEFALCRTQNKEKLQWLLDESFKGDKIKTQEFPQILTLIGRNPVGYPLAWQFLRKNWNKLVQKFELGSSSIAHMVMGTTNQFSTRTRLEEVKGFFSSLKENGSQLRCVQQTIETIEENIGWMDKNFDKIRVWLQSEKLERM
PGC1a acetyl inh: inhibitors of PGC1a acetylation signal, primary screen, cell-based, U2OS, AlphaScreen, inhibitor mode; AlphaScreen anti-acetyl-lysine; with virally co-expressed GCN5 acetyltransferase; inhibition, % at 15.6 µM; 350,000 compounds, 0.17% hits; AID 651687, 2012;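 active = every replicate shows inhibition of at least 40%; inconclusive = mean inhibition at least 40% but some replicate below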;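 note: 0% = neutral control wells and 100% = positive control wells; some results beyond the cut were filed as inactive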
PAX8 reporter: inhibitors of PAX8-driven TPO luciferase reporter, primary screen, RMG-I cells, single concentration. 360,000 compounds, 1.2% hits. SteadyGlo, 24 h. AID 652154, 2013. inhibition, % at 12.6 µM;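 active = mean replicate inhibition at least 60% with every replicate also reaching 60%; inconclusive = only one of the two criteria is met; inactive = mean below 60% and not all replicates reaching 60%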;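 note: luciferase light reporting Pax8 driven TPO promoter activity; plate controls were median of neutral control wells for no effect and mitoxantrone controls for full effect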
Numbers without * were called inactive; ? = inconclusive; . = not tested or not shown.

SMILES | LGR2 inh | EWS-Fli inh | FN deposition inh | PglD DTNB | S100A4 inh HTS | ERAP1 HTS inh | PGC1a acetyl inh | PAX8 reporter
CNC[C@H]1Oc2ccc(NC(=O)CCC(F)(F)F)cc2CC(=O)N([C@H](C)CO)C[C@H]1C | -9 | -3 | -14 | -4 | 3 | -1 | -2 | -26
CC1CCCN(c2ccc3nc4ccccc4c(=O)n3n2)C1 (centres undefined) | 62* | 43 | -5 | . | -7 | 5 | . | 36
CC(C)(C)C(=O)Nc1ccccc1C(=O)NCCC(=O)Nc1ccccc1 | -6 | -2 | 4 | 6 | -1 | -2 | -5 | -3
CN1CCN(C(=S)NC(=O)/C=C/c2cccc3ccccc23)CC1 | 0 | . | -7 | -2 | . | . | -6 | .
O=C(C1CC1)N1CC(=O)N2[C@H](CO)[C@@H](c3ccc(-c4ccccc4F)cc3)[C@@H]2C1 | -8 | 0 | 4 | . | 7 | 2 | 6 | 39
O=C(CSc1nnc([C@@H]2CCCN2)o1)c1ccc(Cl)cc1 | . | . | -16 | -9 | . | . | 8 | -120
CCOc1ccccc1N(CC(=O)NC1CCCCC1)C(=O)c1nsc(Cl)c1Cl | 2 | 5 | -6 | . | -6 | -1 | . | 17
COc1ccc(C(C)=O)cc1CC1(C)C(=O)Nc2ccc(-c3ccccc3OC)cc21 (centres undefined) | 13 | -3 | -2 | 1 | 0 | -5 | . | -8
O=C(c1cccnc1)N1C[C@H]2[C@@H](c3ccccc31)[C@@H](CO)N2C(=O)Nc1ccccc1F | 6 | 3 | . | -2 | 2 | 1 | -1 | -8
COc1ccc(C(=O)Nc2ccnn2C2CCN(C3CCC3)CC2)cc1 | 12 | . | -7 | 7 | 12 | 2 | -7 | -5
CC1CCCN(C(=S)Nc2ccc(F)cc2)C1 (centres undefined) | 32 | -2 | 7 | . | 13 | -3 | -2 | -9
O=C(NCc1ccccn1)C(=O)Nc1cc2c3c(c1)CC(=O)N3CCC2 | -6 | 6 | 3 | 5 | 1 | -1 | . | -5
COc1cccc(NC(=O)N2CC(=O)N3[C@@H](CO)[C@H](c4ccc(C5=CCCCC5)cc4)[C@@H]3C2)c1 | 4 | 5 | 7 | . | -32 | 2 | 1 | .
C/C=C/c1ccc([C@H]2[C@H](CO)N3CCCCN(C(=O)Nc4ccc(OC)cc4)C[C@@H]23)cc1 | 0 | -7 | . | 4 | -3 | 1 | 2 | -13
CN(CC(=O)Nc1ccc(Cl)cc1)C(=O)c1ccc(NS(=O)(=O)c2ccc3[nH]c(=O)[nH]c3c2)cc1 | 4 | -2 | 4 | 5 | -3 | 2 | . | -7
O=C1NC(Cc2ccccc2)c2nc3ccc(Br)cc3c(=O)n2-c2cc(Cl)ccc21 (centres undefined) | 12 | 2 | -5 | . | -7 | 2 | . | 7
CCCCCc1ccc(S(=O)(=O)Nc2cc(C)ccn2)cc1 | 2 | 8 | 1 | . | -6 | . | . | -2
O=S(=O)(c1cccs1)N1CCCCN2[C@@H](CO)[C@@H](c3ccc(/C=C/c4ccccc4)cc3)[C@@H]2C1 | -9 | 4 | 12 | 1 | 5 | -1 | -24 | ?
Cc1cc(C(=O)COC(=O)c2ccc[nH]c2=O)c(C)n1CCc1ccc(F)cc1 | 18 | 2 | -7 | . | -2 | -10 | 2 | 7
Cc1ccc(S(=O)(=O)Nc2cccc3c2O[C@@H](CN(C)S(=O)(=O)c2cccs2)[C@H](C)CN([C@@H](C)CO)C3=O)cc1 | 3 | -14 | . | 3 | 8 | 2 | 0 | -27
COCCCNC(=O)c1ccccc1SC | -7 | 7 | . | 1 | -1 | -1 | 1 | .
CCNC(=O)NC(=O)CSc1ccc(S(=O)(=O)N2CCCCC2)cn1 | -4 | -1 | -3 | 4 | 3 | -2 | . | -3
CC(C)Oc1ccc(/C(O)=C2/C(=O)C(=O)N(CCCn3ccnc3)C2c2cccnc2)cc1 (centres undefined) | -3 | 7 | -2 | . | 2 | -1 | . | 13
Cc1ccc(S(=O)(=O)Nc2cccc3c2O[C@@H](CN(C)Cc2ccc(C(F)(F)F)cc2)[C@H](C)CN([C@H](C)CO)C3=O)cc1 | 5 | 6 | . | 1 | 5 | 0 | -20 | .
COc1cc(CC(=O)NCC(C)(C)N2CCOCC2)cc(OC)c1OC | -12 | -3 | 5 | -1 | 1 | -6 | 3 | 1
SMILES | LGR2 inh | EWS-Fli inh | FN deposition inh | PglD DTNB | S100A4 inh HTS | ERAP1 HTS inh | PGC1a acetyl inh | PAX8 reporter
COc1ccccc1CNC(=O)C[C@@H]1C=C[C@H](NC(C)=O)[C@@H](CO)O1 | 17 | -4 | 16 | -3 | -2 | 2 | -7 | -7
CCN=C1S/C(=C\c2cn(CC(=O)NCc3ccco3)c3ccccc23)C(=O)N1CC | -9 | 44 | 1 | . | 1 | -3 | -9 | 78*
O=C(NCCOc1ccccc1)c1cc(S(=O)(=O)N2CCOCC2)ccc1F | 5 | . | -4 | 2 | 1 | -4 | 0 | -5
Cc1ccc2c(c1)N1C(=O)c3ccccc3C1C1=C(CC(C)(C)CC1=O)N2 (centres undefined) | . | . | 5 | -3 | . | . | -10 | 6
COc1cccc(S(=O)(=O)N(C)C[C@@H]2Oc3cc(C#CCC(C)C)ccc3S(=O)(=O)N([C@H](C)CO)C[C@H]2C)c1 | 6 | 39 | 9 | 2 | 6 | 1 | 4 | .
CC(C)NC(=O)N1CCCCN2[C@@H](CO)[C@@H](c3ccc(C#Cc4ccccc4)cc3)[C@@H]2C1 | 3 | -12 | . | 0 | 7 | 1 | -8 | 1
C[C@H]1CCCCO[C@H](CN(C)S(=O)(=O)c2ccccc2)[C@@H](C)CN([C@@H](C)CO)C(=O)c2cc(NS(=O)(=O)c3ccc(Cl)cc3)ccc2O1 | 6 | 13 | -13 | 6 | -29 | -2 | 3 | 100*
CCOC(=O)C1C(c2ccccc2O)NC(=O)NC1(O)C(F)(F)F (centres undefined) | 11 | 3 | -2 | -8 | -1 | 0 | . | -3
C[C@@H]1CN([C@H](C)CO)S(=O)(=O)c2ccc(C#CC3CC3)cc2O[C@@H]1CN(C)Cc1ccc(F)cc1 | 12 | 23 | 8 | 5 | 2 | 2 | -20 | .
COc1cc(F)ccc1-c1csc(C(C)(O)c2ccccc2)n1 (centres undefined) | -12 | 0 | -8 | -6 | -6 | 3 | -10 | -10
O=C(CSc1ccc([N+](=O)[O-])cn1)Nc1ccc(N2CCOCC2)cc1 | 2 | 9 | 4 | . | -2 | . | . | 8
CCN1C(=O)[C@H]2[C@@H](c3ccc(-c4ccc(C(C)=O)cc4)cc3)N[C@@](Cc3ccccc3)(C(=O)OC)[C@H]2C1=O | 4 | 1 | 13 | -2 | 0 | 0 | -11 | 14
CCOC(=S)SCC(=O)N1CCc2ccccc2C1C1C(=O)CCCC1=O (centres undefined) | -2 | 16 | 0 | . | -2 | -2 | . | 30
CCC(C)NC(=O)c1ccc([N+](=O)[O-])c(Cl)c1 (centres undefined) | . | 7 | 3 | 5 | 0 | -6 | -2 | 27
Cc1ccc(S(=O)(=O)N(C)CC(=O)N(C)Cc2cccs2)cc1 | -3 | 0 | 3 | -1 | 0 | -4 | -2 | 8
Cc1nnc2c(NCCC(C)C)nc3ccccc3n12 | 13 | 5 | 10 | -6 | -4 | 0 | -3 | 2
Cn1c(NCCN(CCO)CCCc2ccc([N+](=O)[O-])cc2)cc(=O)n(C)c1=O | 11 | -5 | -4 | 5 | -1 | -5 | 11 | -1
CCCCS(=O)(=O)N1CCCC(C(=O)Nc2ccc(Cl)cn2)C1 (centres undefined) | -3 | 2 | 3 | 3 | -4 | 1 | -13 | 11
COc1ccc(S(=O)(=O)N(CC(=O)NCC2CCCO2)c2ccccc2)cc1OC (centres undefined) | . | . | 11 | -1 | . | . | -18 | 7
O=C(O)COc1cnc2ccccc2n1 | -4 | 13 | -1 | 1 | -17 | 1 | -3 | 5
Cc1ccccc1C(=O)NCCCn1ccnc1 | -10 | 2 | -7 | 0 | -13 | 0 | 2 | -4
CC(C)NC(=O)Nc1ccc2c(c1)C(=O)N([C@@H](C)CO)C[C@@H](C)[C@H](CN(C)Cc1ccccc1)OCCCC[C@@H](C)O2 | 4 | 2 | -1 | -2 | 2 | -4 | -2 | -3
O=C(NCc1cccs1)C(=O)NCC1OCCCN1S(=O)(=O)c1cc(F)ccc1F (centres undefined) | 5 | . | 10 | 1 | -6 | 4 | 3 | .
COCCn1c(SCC(=O)NC(C)c2ccc(F)cc2)nc2ccccc21 (centres undefined) | 1 | 5 | -10 | -5 | 1 | -3 | -6 | 1
C[C@@H]1CN([C@H](C)CO)C(=O)c2cc(NS(C)(=O)=O)ccc2O[C@H]1CN(C)C | -33 | 3 | -12 | 0 | -5 | 0 | -3 | -8

Entries listed so far that bear a hit mark in LGR2 inh.
smiles | LGR2 inh | PglD DTNB | S100A4 inh HTS | ERAP1 HTS inh | PGC1a acetyl inh
CC1CCCN(c2ccc3nc4ccccc4c(=O)n3n2)C1 (centres undefined) | 62* | . | -7 | 5 | .

Continued.
SMILES | LGR2 inh | EWS-Fli inh | FN deposition inh | PglD DTNB | S100A4 inh HTS | ERAP1 HTS inh | PGC1a acetyl inh | PAX8 reporter
COc1ccc(S(=O)(=O)n2nc(C)cc2C)c(C)c1C | 19 | -7 | . | . | 0 | 6 | . | .
COc1ccc(NC(=O)N(C)C[C@H]2Oc3c(NC(=O)Nc4ccc(F)cc4)cccc3C(=O)N([C@@H](C)CO)C[C@H]2C)cc1 | -21 | -1 | . | -3 | 13 | 1 | 7 | .
CN1CCN(c2ccc(-c3cccc(NC(=O)COc4ccc(Cl)cc4Cl)c3)nn2)CC1 | -27 | 32 | . | . | -1 | 2 | . | -80
CN1C(=O)c2cc(NC(=O)NC3CCCC3)ccc2OC[C@H]2O[C@H](CC(=O)NC3CCC3)CC[C@H]21 | 0 | -4 | -12 | . | . | . | 5 | 9
CCC(=O)N1CCC2(CC1)CN(C(=O)c1cnccn1)[C@H](CO)c1c2c2ccc(OC)cc2n1C | -4 | 6 | . | . | 0 | -1 | 6 | -29
CS(=O)(=O)Nc1ccc2c(c1)[C@@H]1C[C@H](CC(=O)NCc3ccc(Oc4ccccc4)cc3)O[C@H](CO)[C@@H]1O2 | -3 | 6 | -1 | 5 | 2 | 0 | -4 | 12
O=C(COC(=O)c1cccnc1Cl)c1ccccc1 | -14 | -3 | . | 1 | 3 | -2 | -1 | .
COc1cc(-c2nc(CN3CCCN(C(=O)c4ccco4)CC3)c(C)o2)ccc1F | -9 | 7 | -5 | 1 | 0 | 0 | -7 | 8
CC(C)CC#Cc1ccc2c(c1)O[C@@H](CN(C)C(=O)Cc1ccccn1)[C@H](C)CN([C@H](C)CO)S2(=O)=O | 20 | 19 | 7 | -3 | -7 | -3 | 1 | .
